OX1R antag-1: antagonists of human orexin 1 receptor (OX1R). AID 485270, 2010. OX1R-expressing cells, FRET antagonist read-out. Orexin/Hypocretin receptor type 1 (Homo sapiens), O43613. 330,000 compounds, 1.8% hits. inhibition, % at 6.6 µM; in the data active means inhibition mostly above about 38%, no sharp cut-off; inactive means mostly below about 40%;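 further: 0% = agonist challenge alone and 100% = reference antagonist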
Target sequence (O43613 whole entry, looked up): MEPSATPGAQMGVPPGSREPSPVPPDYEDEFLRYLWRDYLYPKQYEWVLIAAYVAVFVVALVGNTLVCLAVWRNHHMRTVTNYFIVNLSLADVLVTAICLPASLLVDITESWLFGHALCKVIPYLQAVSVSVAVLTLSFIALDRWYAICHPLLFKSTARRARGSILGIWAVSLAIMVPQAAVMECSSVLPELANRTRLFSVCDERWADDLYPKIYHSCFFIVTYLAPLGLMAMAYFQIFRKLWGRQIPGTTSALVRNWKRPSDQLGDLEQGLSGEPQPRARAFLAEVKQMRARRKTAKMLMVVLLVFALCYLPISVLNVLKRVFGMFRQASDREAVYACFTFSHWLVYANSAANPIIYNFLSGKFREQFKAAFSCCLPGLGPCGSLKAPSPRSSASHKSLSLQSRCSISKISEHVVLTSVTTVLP
OX1R antag-2: OX1R (HCRTR1) antagonists, primary screen, fluorescence, CHO/OX1R cells, Fluo-8 calcium, orexin A; Fluo-8 calcium fluorescence; 330,000 compounds, 0.43% hits; Orexin/Hypocretin receptor type 1 (Homo sapiens), O43613; AID 434989, 2010; inhibition, % at 5 µM;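 active means inhibition above its plate's threshold, mean inhibition of all tested compounds on the plate plus 3 SD, cut at about 37% in these data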;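 further: 0% = orexin A challenge wells and 100% = SB-334867-A antagonist wells; not every result past the cut was called active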
Numbers without * were called inactive.

The line under a structure holds: OX1R antag-1 | OX1R antag-2
COc1cccc(OCC(=O)NNC(=O)c2cccs2)c1
 : 8 | -10
CC1(C)CC(NCc2ccc3c(c2)OCO3)CCO1 (configuration not stated)
 : 20 | -16
CCOC(=O)C1(Cc2ccccc2Cl)CCN(C(=O)c2cc(C)on2)CC1
 : 16 | -7
CCc1ccc(OCCCOc2ccc(C=O)cc2)cc1
 : 14 | -16
CN(C)C(=O)c1ccc(Nc2nnc(-c3ccc(O)cc3)c3ccccc23)cc1
 : 0 | -23
Cc1c(NS(=O)(=O)c2ccc3c(c2)Cc2ccccc2-3)c(=O)n(-c2ccccc2)n1C
 : 31 | -29
COc1ccc(C=NC(CO)C(O)c2ccc([N+](=O)[O-])cc2)cc1 (configuration not stated)
 : 31 | -9
CCN1CCN(c2ccc(NC(=O)c3cnccn3)cc2)CC1
 : 4 | -14
C[C@@H]1C=C(C(=O)N2CCN(Cc3ccc4c(c3)OCO4)CC2)O[C@H](OCCCCO)C1
 : 13 | -4
O=C(N/N=C/c1ccc(OCC(=O)N2CCCCC2)cc1)c1ccccc1
 : 16 | 11
COc1ccc(NC(=O)COc2cccc3c2CCN(Cc2cccnc2)C3=O)c(OC)c1
 : 22 | -31
Cc1ccc(NC(=O)CN(C)S(=O)(=O)c2cccc3cccnc23)cc1C
 : 39* | -20
CCNC(=S)N(CCc1c(C)[nH]c2ccccc12)Cc1cc(OC)c(OC)c(OC)c1
 : 40 | -1
Cc1oc(C(=O)Nc2ccc(C(=O)O)cc2)cc1COc1ccccc1
 : 6 | -14
COc1ccccc1/C=C1/C(=O)N(c2ccccc2)N=C1C
 : -7 | -20
Cc1ccc(S(=O)(=O)N2CCCOC2CNC(=O)C(=O)NCc2ccco2)cc1 (configuration not stated)
 : 17 | -13
Cc1ccccc1CCN1CCCC(CN(C)C(=O)c2ccc3ncccc3c2)C1 (configuration not stated)
 : -1 | -22
Cc1cc(C)c(C#N)c(OCC(=O)Nc2ccccc2)n1
 : 2 | -11
Cc1ccn2c(/C=N/OCc3ccc(F)cc3)c(-c3ccc(Cl)cc3)nc2c1
 : 5 | -21
C/C(=N\O)c1ccc2c(c1)CC(C)O2 (configuration not stated)
 : 1 | -9
COc1ccc(CCc2nnc(N)s2)cc1OC
 : 13 | -20
CCOC(=O)C1=C(C)OC(N)=C(C(=O)OCC)C1c1ccncc1 (configuration not stated)
 : 10 | -9
COC(=O)C1=C(C)N(C)C(=O)NC1c1ccc(C)cc1 (configuration not stated)
 : 5 | -19
COc1ccc(C)cc1S(=O)(=O)NCC(c1ccc2c(c1)OCO2)N1CCN(C)CC1 (configuration not stated)
 : 0 | -26
N#CCC(=O)Nc1ccc(C(=O)NCCC(c2ccccc2)c2ccccc2)cc1
 : 1 | 15
CC1CCCC(N2C(=O)NC(NC(=O)c3ccco3)(C(F)(F)F)C2=O)C1C (configuration not stated)
 : 17 | 15
COc1ccc(CCNC(=O)c2cc3c(=O)n4ccccc4nc3n(Cc3ccco3)c2=N)cc1OC
 : 28 | -13
COc1cccc(Cn2c(Oc3cccc(C)c3)nc3c2c(=O)n(C)c(=O)n3C)c1
 : 4 | -27
Cc1ccc(NC(=O)c2sccc2-n2cccc2)c(Cl)c1
 : 6 | -58
Cc1ccc(S(=O)(=O)N2CCN(CC(=O)Nc3ccc4c(c3)CCC4)CC2)cc1C
 : 10 | -29

Whole records, quoted from the list.
COc1ccc(NC(=O)COc2cccc3c2CCN(Cc2cccnc2)C3=O)c(OC)c1 reads OX1R antag-1 = 22; OX1R antag-2 = -31
COc1cccc(Cn2c(Oc3cccc(C)c3)nc3c2c(=O)n(C)c(=O)n3C)c1 reads OX1R antag-1 = 4; OX1R antag-2 = -27
O=C(N/N=C/c1ccc(OCC(=O)N2CCCCC2)cc1)c1ccccc1 reads OX1R antag-1 = 16; OX1R antag-2 = 11

The list continues:
The line under a structure holds: OX1R antag-1 | OX1R antag-2
CCOC(=O)CSc1c(-c2ccc(Cl)cc2)[nH]c2ccccc12
 : 25 | -33
CCCn1c(SCC(=O)N2CCc3ccccc32)n[nH]c1=O
 : 9 | -13
O=C(c1cc(-c2ccc(Cl)c(Cl)c2)on1)N1CCOCC1
 : 15 | -15
Clc1ccccc1OCCn1cnc2ccccc21
 : 21 | -14
O=C(CN1C(=O)/C(=C/c2ccccc2F)Sc2ccccc21)N1CCN(c2ccccn2)CC1
 : 12 | -31
COc1ccc(NC(=O)c2cccc(S(=O)(=O)NCc3ccco3)c2)c(OC)c1
 : 23 | -10
COc1ccc(NC(=O)COC(=O)Cc2c(F)cccc2Cl)cc1
 : 24 | -15
O=C(O)COc1ccc(Br)cc1/C=C1/SC(=O)N(CC(=O)N2CCCC2)C1=O
 : 63 | -7
Cc1c(Cc2ccccc2)c(=O)oc2c(CN(C)C)c(O)c(Cl)cc12
 : 13 | -35
CC(Sc1nnc(-c2cccnc2)n1C)C(=O)N1CCOCC1 (configuration not stated)
 : 9 | -2
COc1ccc(CCNC(=O)c2nn(C)c3c2CS(=O)(=O)c2ccccc2-3)cc1OC
 : 15 | -14
O=C(Nc1nc(-c2ccc(Br)cc2)cs1)c1cccnc1
 : 8 | -10
c1cncc(CNc2cccc(-c3nc4ccccc4[nH]3)c2)c1
 : 23 | -15
O=C(Nc1ccccc1N1CCOCC1)c1ccccc1[N+](=O)[O-]
 : 13 | -20
CCCCN(CC)CCCNC(=O)c1cc2cc3ccc(C)cc3nc2o1
 : 16 | -24
COc1ccc(N2CCN(C(=O)CN3C(=O)C4CC=CCC4C3=O)CC2)cc1 (configuration not stated)
 : -2 | -14
CCN(C(=O)COC(=O)c1sccc1C)c1c(N)n(Cc2ccccc2)c(=O)[nH]c1=O
 : 21 | -15
COc1ccc(Cl)cc1C(=O)Nc1ccc(NC(=O)C(C)C)cc1
 : 38 | -18
Cc1cc(C(=O)N2CCN(S(C)(=O)=O)CC2)sc1-c1ccccc1
 : -4 | -13
CC[C@@]12C(=O)N(c3ccc(C)cc3)C(=O)N1[C@H](c1cccc(C)c1)[C@@H]1C(=O)N(Cc3ccccc3)C(=O)[C@@H]12
 : 0 | -36
CCOc1ccccc1OCCCC(=O)Nc1ccc(OC)nc1
 : 7 | -16
Cc1csc(SC(C)C(=O)Nc2ccc(S(=O)(=O)N3CCCC3)cc2)n1 (configuration not stated)
 : 11 | -21
COc1cc(C(=S)N2CCOCC2)cc(OC)c1OC(=O)c1cc([N+](=O)[O-])cc([N+](=O)[O-])c1
 : 66 | -7
CC(C)CCN1CCN(CC#Cc2ccccc2)CC1CCO (configuration not stated)
 : 8 | -23
Cc1cc(C)c(NC(=O)CS(=O)CC(=O)NCC2CCCO2)c(C)c1 (configuration not stated)
 : 11 | -18
Cc1cccc(NC2=NC3(CCCCC3)N=C(N)N2)c1C
 : 17 | -23
COc1ccccc1Nc1nc(N)nc(CN2CCC(Cc3ccccc3)CC2)n1
 : 16 | -40
O=C(Cn1nc(-c2ccco2)ccc1=O)Nc1ccc(Cl)c(Cl)c1
 : 11 | -12
COc1ccccc1NC(=O)N(Cc1ccco1)Cc1cc2cccc(C)c2[nH]c1=O
 : 13 | -22
O=C(Nc1cccc(C(=O)O)c1)/C(=C\c1ccccc1)NC(=O)c1cccc2ccccc12
 : 16 | -2

Structural class: those above containing a nitro group on carbon
The line under a structure holds: OX1R antag-1 | OX1R antag-2
COc1ccc(C=NC(CO)C(O)c2ccc([N+](=O)[O-])cc2)cc1 (configuration not stated)
 : 31 | -9
O=C(Nc1ccccc1N1CCOCC1)c1ccccc1[N+](=O)[O-]
 : 13 | -20
COc1cc(C(=S)N2CCOCC2)cc(OC)c1OC(=O)c1cc([N+](=O)[O-])cc([N+](=O)[O-])c1
 : 66 | -7

Entries listed above marked active in OX1R antag-1:
The line under a structure holds: OX1R antag-1 | OX1R antag-2
Cc1ccc(NC(=O)CN(C)S(=O)(=O)c2cccc3cccnc23)cc1C
 : 39* | -20

Other records.
The line under a structure holds: OX1R antag-1 | OX1R antag-2
Cc1ccc(NC(=O)c2ccc(NCCN)c([N+](=O)[O-])c2)cc1Cl
 : 10 | -11
CCN1CCC(N2CCN(c3ccc(F)cc3)CC2)CC1
 : 14 | -8
Cc1ccc(C(=O)OCC(=O)NCc2ccco2)s1
 : 8 | -11
Cc1cc(C)cc(N(CC(=O)N2CCCCCC2)S(C)(=O)=O)c1
 : 2 | -31
Cc1cc(C)c2c(c1)cc(C)c1nnc(SCC(=O)N3CCCc4ccccc43)n12
 : 35 | -8
CCC(C)NCC(=O)Nc1ccc(-c2nc3cc(NC(=O)CNC(C)CC)ccc3o2)cc1 (configuration not stated)
 : 15 | -3
Cc1ccc(NC(=O)c2cccc(C(=O)Nc3ccc(C)cc3C(=O)O)c2)c(C(=O)O)c1
 : -9 | 17
Cc1nc(-c2cc(-c3nc(-c4cc(C(F)(F)F)cc(C(F)(F)F)c4)no3)no2)cs1
 : 1 | 0
O=C(COc1ccccc1Cl)N1CCN(c2ccc(F)cc2)CC1
 : 24 | -17
O=C(Nc1ccc(Cl)c([N+](=O)[O-])c1)c1ccc2c(c1)OCCO2
 : 25 | -16
CNC(=O)/C=C/c1cccc(C(F)(F)F)c1
 : 20 | -28
COCCCn1c(SCC(=O)n2c(C)c(C)c3ccccc32)nnc1-c1ccoc1C
 : 36 | -24
O=[N+]([O-])c1ccc(SCCc2ccccn2)cc1
 : 3 | -9
Cc1[nH]c2ccccc2c1/C=N/NC(=O)CNC(=O)c1ccc2c(c1)OCO2
 : 7 | -2
C/C(=N\NC(=O)c1cc(C)oc1C)c1ccc(C)c([N+](=O)[O-])c1
 : 0 | 2
CC(=O)N1CCOc2ccc(S(=O)(=O)N3CCC(C(=O)NCc4ccc(F)cc4)CC3)cc21
 : 21 | -8
O=C(N/N=C/C1CC=CCC1)c1cc(-c2cccnc2)nc2ccccc12 (configuration not stated)
 : 14 | -28
COc1c(Cl)cc(C(=O)O)cc1Cl
 : 11 | 10
Cc1cc(-c2n[nH]c(=S)n2-c2ccccc2)nn1C
 : 5 | -12
CC(CCc1ccccc1)NC(=O)COC(=O)c1cccs1 (configuration not stated)
 : 19 | -21
Cn1cc(CCC(=O)N2CCCC(N3CCN(c4ccccc4F)CC3)C2)cn1 (configuration not stated)
 : 20 | -22
O=C(NCc1ccccc1)C(c1ccccc1)N(Cc1cccs1)C(=O)c1cnccn1 (configuration not stated)
 : 9 | -11
O=C(OCC(=O)N1CCc2ccccc21)c1ccncc1
 : 2 | -23
OCCN(CC#CCC(O)(c1ccccc1)C1CCCC1)CCO (configuration not stated)
 : 4 | -2
O=C1c2ccccc2C(Nc2ccc(Cl)cn2)N1c1ccccn1 (configuration not stated)
 : 18 | -37
CCOc1ccc(/C=C(\C#N)C(=O)Nc2ccccn2)cc1
 : -5 | -28
CO/N=C(\Cn1ncc(N2CCCC2)c(Br)c1=O)c1ccc(Cl)cc1
 : 31 | -33
O=C(O)C(=O)Cc1c[nH]c2ccccc12
 : 15 | -2
O=C(CNC(=O)c1ccc(F)cc1)N/N=C/c1cc(Br)ccc1OC(=O)/C=C/c1ccco1
 : 11 | -21
COc1cc2nc(Cl)nc(NCCO)c2cc1OC
 : 8 | 0

(next part)
The line under a structure holds: OX1R antag-1 | OX1R antag-2
O=C(CN1CCNC(=O)C1)NCCc1ccc(Cl)cc1Cl
 : 1 | -4
CCn1ccnc1C(O)c1cccc(OC)c1 (configuration not stated)
 : 22 | 9
N#Cc1c(C#N)c(-c2ccccc2)n(-c2ccc(C(=O)O)cc2)c1N
 : 27 | -5
Cc1nc2sccc2c(=O)n1-c1cccc(Cl)c1
 : 8 | -18
COc1cccc(-n2cn[nH]c2=S)c1
 : 6 | -5
CC1CCCCN1C(=O)Cn1c(=O)oc2ccccc21 (configuration not stated)
 : 11 | -3
CC1=C(C(=O)OCC(C)C)C(c2ccc(F)cc2)NC(=O)N1 (configuration not stated)
 : 3 | -20
Cc1cc(C)n(CC(=O)NCc2cc(-c3nn(C)c(=O)c4ccccc34)ccc2C)n1
 : 22 | -23
COc1cc(/C=N/NC(=O)c2ccccc2)ccc1O
 : -6 | -7
c1ccc2c(c1)CCc1c(-c3ccncc3)n[nH]c1-2
 : 5 | -25
O=C(NCCc1ccccc1)c1ccccc1Cl
 : 35 | -23
CC(=O)c1cccc(NS(=O)(=O)c2ccc3c(c2)oc(=O)n3C)c1
 : 8 | -6
Cc1ccc(S(=O)(=O)CCN2CCN(c3ccccc3)CC2)cc1
 : 17 | -39
O=C(Oc1ccc(/C=N/NC(=O)c2ccccc2F)cc1)c1ccccc1
 : 14 | 8
Cn1c(SCC(=O)c2c(N)n(C)c(=O)n(C)c2=O)nnc1-c1ccccc1
 : 24 | 3
COc1ccc2c(c1)CCc1c(C(=O)Nc3c(C)n(C)n(-c4ccccc4)c3=O)noc1-2
 : 4 | -20
CCOC(=O)C1=C(CC)OC(N)=C(C#N)C1c1cccs1 (configuration not stated)
 : -1 | -17
N#Cc1c(N)nc(Sc2ccc(Cl)cc2)c(C#N)c1-c1ccccc1Cl
 : 10 | 1
COc1ccccc1C(=O)NCCSCc1c(F)cccc1Cl
 : -4 | -33
O=C(COC(=O)Cn1cnc2ccccc2c1=O)Nc1ccc(Cl)cc1
 : 12 | -17
CCOC(=O)N1CCN(Cc2c(NC(=O)c3ccco3)sc(C)c2C)CC1
 : 3 | -41
CCOC(=O)C1C(=O)CC(C)(O)C(C(=O)OCC)C1c1ccc(F)cc1 (configuration not stated)
 : 5 | -11
CCOC(=O)c1cn(Cc2ccc(C)cc2)c2cc(F)ccc2c1=O
 : 8 | -26
O=C(NCc1ccccc1Cl)c1csc2c1CCCCC2
 : 12 | -18

Screens (PubChem)
